Cav3 T inh: inhibitors of human Cav3.2 T-type calcium channel. Cav3.2-expressing cells, Fluo-4 calcium fluorescence FDSS; active compounds read low. B-score at 10 µM. 100,000 tested, 4% active;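 active = single-dose well whose peak fluorescence ratio is a statistical outlier from its plate by either plate-standardised score or position-corrected B-score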
Numbers without * were called inactive. Not all compounds are listed; the hit share may differ from the screen's.

SMILES	Cav3 T inh
CCOC(=O)C(C(=O)Nc1nc2ccccc2s1)C1CCCCC1 (stereo not given)	-7.76*
O=C(CN1C(=O)c2ccccc2C1=O)N1CCN(c2nnc(-c3ccccc3)c3ccccc23)CC1	0.0319
O=C(c1ccco1)N1CCN(c2ncnc3c(-c4ccccc4)nsc23)CC1	-0.0245
Clc1ccc(OCCCc2nc(-c3ccncc3)no2)c(Cl)c1	-1.28
COc1ccc(Br)cc1C1CC(=O)N2CN(Cc3ccccc3)CSC2=C1C#N (stereo not given)	0.768
CC(C)OCCCNC(=O)c1ccncc1	0.209
COc1ccc(Cl)cc1N1CC(c2nc3ccccc3[nH]2)CC1=O (stereo not given)	-0.00934
Cc1nc2c(nnn2Cc2ccccc2)c(=O)n1-c1ccccc1	0.473
CCOC(=O)C(C)NC(=O)C(NC(=O)C1CCC(CC)CC1)C(C)C (stereo not given)	1.48
CCOC(=O)c1cccc(NC(=O)CCc2c(C)nc3ncnn3c2C)c1	0.0716
CC(C)CN1CCC(=O)N([C@H](CSc2ccc(Br)cc2)Cc2ccccc2)CC1	-0.379
S=C(NCc1cccs1)Nc1ccc(Cl)cc1	-3.06
CCOc1ccc(C(=O)NCc2cccs2)cc1	1.13
Cc1ccc2c(c1)OC(=O)CC2c1ccccc1 (stereo not given)	0.662
O=C(NCc1cccs1)C1CCC(CNS(=O)(=O)c2cccc3nsnc23)CC1 (stereo not given)	0.147
CCOC(=O)Cc1c(C)nc2c(-c3ccccc3)c(C)[nH]n2c1=O	1.46
C=CCC(Nc1ccccc1)C12C=CC(O1)C(C(=O)OC)=C2C(=O)OC (stereo not given)	1.57
CC(=O)c1ccc(OCC(O)CN2CCCC(C)C2)cc1 (stereo not given)	-0.0146
Cc1cc(C)c2c(CN3CCN(CCO)CC3)cc(=O)oc2c1	1.01
Cc1nc2sc3c(NCc4ccco4)ncnc3c2c2c1COC(C)(C)C2	-0.384
Nc1nnc(SCc2coc(-c3ccc(Cl)cc3)n2)s1	-0.609
CCOCCCn1cnc2c(c1=O)c1nc3ccccc3nc1n2-c1ccccc1	1.26
CCCCN(CCCNC(=O)C1CCCN(S(=O)(=O)CC)C1)Cc1ccccc1 (stereo not given)	-0.108
Cc1cccc(NC(=O)CSc2nc(COc3ccccc3)nc3ccccc23)c1C	-2.99
CC(C)Oc1ccc(N2CC(C(=O)OCC(=O)NCc3ccccc3)CC2=O)cc1 (stereo not given)	0.22

6 of the compounds above, with bars between the fields.
Compound | Cav3 T inh
O=C(NCc1cccs1)C1CCC(CNS(=O)(=O)c2cccc3nsnc23)CC1 (stereo not given) | 0.147
CCOC(=O)Cc1c(C)nc2c(-c3ccccc3)c(C)[nH]n2c1=O | 1.46
O=C(CN1C(=O)c2ccccc2C1=O)N1CCN(c2nnc(-c3ccccc3)c3ccccc23)CC1 | 0.0319
Cc1cc(C)c2c(CN3CCN(CCO)CC3)cc(=O)oc2c1 | 1.01
Clc1ccc(OCCCc2nc(-c3ccncc3)no2)c(Cl)c1 | -1.28
C=CCC(Nc1ccccc1)C12C=CC(O1)C(C(=O)OC)=C2C(=O)OC (stereo not given) | 1.57

The listing continues.
SMILES	Cav3 T inh
Cc1cccc(C)c1OCC(=O)NNC(=O)Nc1ccc(Cl)cc1	-1.64
O=C(Oc1ccc(-c2nnco2)cc1)N1CCOCC1	0.000525
CC(C)(C)NC(=O)CSc1nnnn1C(C)(C)C	0.912
O=C(c1ccccc1)c1cncc(Br)c1	-0.551
FC(F)(F)c1ccc(C2[C@H]3CN(CC4CCCCC4)[C@H](c4ccccc4)C34CC2(c2cccnc2)C4)cc1 (stereo not given in full)	-0.237
Cc1ccc(Nc2nc(C)cc(C)c2C(N)=O)cc1	0.141
Cc1oc2cc(O)cc(O)c2c(=O)c1-c1ccc2c(c1)OCCCO2	-3.48
COc1nc(N(C#N)CC(N)=O)nc(N2CCCC2)n1	0.43
CCOC(=O)c1[nH]c(C)c(C(=O)Nc2ccc(C)c(C)c2)c1C	-1.89
Cc1cc(C)c2c(CC(=O)NCc3ccco3)coc2c1	-0.407
CCc1cc(=O)oc2c(CN3CCCC3)c(O)c(Cl)cc12	1.49
O=C(N/N=C\c1cn[nH]c1-c1ccccc1)c1cccnc1	0.412
Cc1sc2nc(SCC(=O)NCc3ccco3)n(-c3ccccc3)c(=O)c2c1C	-0.109
CCN(CC)CCCN(Cc1cc2cc3c(cc2[nH]c1=O)OCCO3)C(=O)Nc1ccccc1	1.38
CCOC(=O)CSc1nnc(CNc2ccc(Cl)cc2)n1Cc1ccccc1	-0.821
CC(=O)N1c2ccccc2C(=O)OC1c1cccnc1 (stereo not given)	-0.671
Cc1c(C(=O)NCCCN2CCOCC2)sc2ncnc(N3CCN(c4ccccc4)CC3)c12	2.86
CCc1ccccc1NC(=O)N[C@@H](C)C(=O)OC	-0.959
CC(=O)OCCNC(=O)c1cccnc1	0.527
CC(=O)C1=C(O)C(=O)N(c2cc(C(C)(C)C)on2)C1c1ccc(Br)cc1 (stereo not given)	-5.92*
CC1(C)N=C(N)NC(Nc2cccc(Br)c2)=N1	0.109
Cc1occc1C(=O)N/N=C/c1cnn(C)c1C	0.459
CC(=O)Nc1ccc(NC(=O)N2CCCCC2)cc1	0.0349
CCCCOC(=O)c1ccc(NC(=O)C2CCCO2)cc1 (stereo not given)	0.0808
CC1(C)c2[nH]c3ccccc3c2C[C@H]2C(=O)N(Cc3ccccc3F)C(=O)N21	0.486

Continued:
SMILES	Cav3 T inh
O=C1CCC(=O)N1OCCCOc1ccc(Br)cc1Cl	-0.143
O=C(Nc1cccc(NC(=O)c2ccc(Br)o2)n1)c1ccc(Br)o1	0.782
O=C(Nc1ccc(Oc2ccccc2)cc1)c1ccco1	-0.246
CCC1CCCCN1Cc1nc2c(c(=O)n(C)c(=O)n2C)n1CCC(C)C (stereo not given)	-2.95
Cc1cc(C(=O)NCCCN2CCCC2=O)no1	0.664
CCOc1cc(C2CC(=O)c3c(ccc4ccccc34)N2)ccc1O (stereo not given)	-1.67
CCOc1ccccc1N(CC(=O)Nc1ccc(S(=O)(=O)N2CCOCC2)cc1)S(=O)(=O)c1ccccc1	0.297
CCCC(=O)Nc1ccc(-c2nc3cc(C)ccc3o2)cc1	-0.126
COCCNC(=O)c1onc(CSc2cccc(C)c2)c1C(=O)O	1.46
Cc1cc(C)nc(-n2nc(C)c(C3(O)C(=O)Nc4ccc(F)cc43)c2N)n1 (stereo not given)	-0.308
CC(NC(=O)C1CCN(c2nnc(-n3cccc3)s2)CC1)C12CC3CC(CC(C3)C1)C2 (stereo not given)	-1.7
C[C@@H]1CCC[C@]2(O[C@H](CCO)C[C@@H](O)[C@@H]2O)O1	-0.0881
Cc1nc(CC(=O)Nc2nc(C(C)(C)C)cs2)cs1	0.279
O=C(Nc1ccccc1Oc1ccccc1)C1CC1	-0.0493
CC(=O)N1CCn2c3ccc(C)cc3c3cccc1c32	-1.99
O=C(CSc1nnc(-c2cnccn2)n1Cc1ccco1)Nc1ccc(Br)cc1	-2.03
CCOC(=O)CC(/C(C)=N\O)c1ccccc1 (stereo not given)	0.406
Cc1ccc(/C=N/n2c(C)nnc2C)cc1	0.239
Cc1ccccc1NCc1ccccc1O	-1.54
COc1ccccc1-c1nc(C#N)c(N2CCC(C(N)=O)CC2)o1	0.103
CCOc1ccc(-c2nc(C#N)c(NCC3CCCO3)o2)cc1 (stereo not given)	0.373
O=C1C(=O)N(CCCN2CCOCC2)C(c2cccs2)/C1=C(/O)c1ccc2c(c1)OCO2 (stereo not given)	0.694
O=S(=O)(CCSc1nc2ccccc2o1)c1nc2ccccc2s1	-1.34
Cc1ccc(C(=O)O)cc1S(=O)(=O)N1CCC(C(=O)O)CC1	0.933
C/C(=N\NC(N)=O)C1(C)CCCCC1	0.329

More entries
SMILES	Cav3 T inh
O=C(NCC12CC3CC(C1)CC(CNC(=O)N1CCCC1)(C3)C2)N1CCCC1	-0.0437
Cc1c(C#N)c2ccccc2n1CC(=O)NCC1CCCO1 (stereo not given)	0.455
Cc1ccc2c(c1)N(C(=O)CSc1nncn1C)C(C)(C)c1ssc(=S)c1-2	0.16
COc1cnc(N(C)C)nc1Sc1ccc(Cl)cc1	-0.0772
O=C(Nc1ccccc1F)c1ccco1	0.368
CCc1cc(=O)oc2cc(C)cc(OC(C)C(=O)O)c12 (stereo not given)	1.01
CC(=O)Nc1ccc(S(=O)(=O)N2CCCN(S(=O)(=O)c3ccc(C)cc3)CC2)cc1	0.0743
CNc1oc(-c2ccccc2)nc1C#N	0.209
COc1ccc2[nH]c(=O)c(CN(C(=O)c3cccnc3)c3ccccc3OC)cc2c1	0.133
CCOC(=O)C1CCN(C(=O)Cc2c(C(=O)O)n(CC)c3ccccc23)CC1	1.03
CCOC(=O)C1=C(C)OC(N)=C(C#N)C1c1ccc(O)c(OC)c1 (stereo not given)	0.00344
CCOC(=O)C1=C(C)N=c2s/c(=C\C(=O)OC)c(=O)n2C1c1ccc(OC)cc1 (stereo not given)	-1.1
CCOc1ccc2nc(SCC(=O)NCc3ccc4c(c3)OCO4)[nH]c2c1	-2.81
CCc1cc2c(SCC(=O)O)ncnc2s1	1.12
Cc1cccc(-n2c(CNC(=O)c3ccccc3)nnc2SCC(=O)Nc2nccs2)c1	-1.27
COCCOCCn1cnc2ccccc21	0.734
Cc1ccc(-c2noc(CCC(=O)NCC3CCCO3)n2)cc1 (stereo not given)	1.24
CCOC(=O)c1ccc(N/C=C2\CCCCC2=O)cc1	1.11
O=C(c1cccc(C(F)(F)F)c1)N1CCC(O)(CS(=O)(=O)Cc2ccccc2)CC1	1.07
Cc1cc(C)n(CCc2nc(-c3ccco3)cs2)n1	-0.24
O=C(Cn1cccc1)Nc1ccc(OC(F)(F)F)cc1	-0.545
O=C1CC(c2cccs2)Cc2nc(NCC3CCCO3)ncc21 (stereo not given)	0.307
O=C(Nc1ccc(-c2nc3cc(Cl)ccc3o2)cc1)C1CCCO1 (stereo not given)	0.169
Cc1nc2nc(-c3ccco3)[nH]n2c(=O)c1Cc1ccccc1	0.797
Cn1c(=O)c2c(nc(NCCNC(=O)c3ccco3)n2Cc2ccc(Cl)cc2Cl)n(C)c1=O	-1.19

For convenience, some entries already given:
SMILES	Cav3 T inh
O=C(c1cccc(C(F)(F)F)c1)N1CCC(O)(CS(=O)(=O)Cc2ccccc2)CC1	1.07
Cc1cc(C)n(CCc2nc(-c3ccco3)cs2)n1	-0.24
O=C(Cn1cccc1)Nc1ccc(OC(F)(F)F)cc1	-0.545
O=C1CC(c2cccs2)Cc2nc(NCC3CCCO3)ncc21 (stereo not given)	0.307
O=C(Nc1ccc(-c2nc3cc(Cl)ccc3o2)cc1)C1CCCO1 (stereo not given)	0.169
Cc1nc2nc(-c3ccco3)[nH]n2c(=O)c1Cc1ccccc1	0.797
Cn1c(=O)c2c(nc(NCCNC(=O)c3ccco3)n2Cc2ccc(Cl)cc2Cl)n(C)c1=O	-1.19

Further structures follow.
SMILES	Cav3 T inh
CCCCc1nnc(SCCSc2nnc(CCCC)n2N)n1N	-0.491
COc1ccc(F)cc1S(=O)(=O)N1CC(C)CC(C)C1 (stereo not given)	-1.46
O=C(CSc1nnc(Cc2ccccc2)n1-c1ccccc1)NNC(=O)Cc1ccccc1	-2.17
CC(OC(=O)CN1C(=O)NC(C)(C)C1=O)C(=O)c1ccccc1 (stereo not given)	0.117
O=C(Cn1c(=O)n(Cc2ccco2)c(=O)c2ccccc21)NCC1CCCO1 (stereo not given)	-0.851
Cn1c(=O)n(CC(=O)N2CCOCC2)c2ccccc21	0.689
CCc1c(C)sc(NC(=O)c2cc(-c3ccco3)on2)c1C#N	0.385
CCCNc1[nH]c(=O)n(C)c(=O)c1N=O	0.338
CCOc1ccc(N/C=C/C(=O)c2ccc(OC)cc2)c([N+](=O)[O-])c1	-2.43
COc1ccc(-c2c(-c3ccc(O)cc3O)n[nH]c2C)cc1OC	-0.632
Cc1ccc2c(c1)N(CC(=O)c1cccc(Cl)c1)C(=O)C(C)O2 (stereo not given)	0.0238
CCc1nc(SCC(=O)Nc2cc(C)on2)c2c(C)c(C)sc2n1	0.908
C/C(=N\NC(=O)Cc1ccccc1)c1cccs1	-2.39
Cc1cc(OCC(=O)Nc2ccc(S(=O)(=O)N3CCN(C)CC3)cc2)cc(C)c1Cl	0.815
COc1ccc2cc(C(c3nnnn3Cc3ccc(F)cc3)N3CCCCCC3)c(=O)[nH]c2c1 (stereo not given)	0.756
Cc1ccc(-c2nnn(CC(=O)N(c3cccc(F)c3)C(C(=O)NC3CCCC3)c3ccco3)n2)o1 (stereo not given)	-0.259
CCOc1ccc(CCNC(=O)C2CCCN(c3nn4c(=O)cc(C)nc4s3)C2)cc1OCC (stereo not given)	1.25
CCC1CCCCN1c1nc(-c2cccc(OC)c2O)nc2ccccc12 (stereo not given)	-1.04
N/C(=N\c1nc2c(c(=O)[nH]1)CCC2)Nc1ccccc1C(F)(F)F	0.172
Nc1nc(SCC(=O)NC2CCCCC2)[nH]c(=O)c1-c1ccccc1	-0.956
COc1ccc(Nc2oc(-c3cccs3)nc2C#N)cc1	-4.36*
Cc1cc(C)c(S(C)(=O)=O)c(S(=O)c2ccc(Cl)cc2)n1 (stereo not given)	-0.438
O=C(Nc1cccc(Cl)c1)C1CCCN(S(=O)(=O)c2cnc[nH]2)C1 (stereo not given)	-0.0685
CCOc1ccc(NCCC(=O)c2ccc3c(c2)OCO3)cc1	-0.115
CSc1nnnn1CCn1nnnc1SC	-0.831

Later entries:
SMILES	Cav3 T inh
CC(C)COC(=O)Nc1ccc(C(=O)O)cc1	0.579
COc1ccccc1N1CCN(CCc2n[nH]c(=S)n2-c2ccccc2)CC1	0.83
COc1ccc(C)cc1C(=O)C1CC(C(=O)O)C(C)(C)C1C (stereo not given)	0.923
Cc1cc(-n2c(C)cc(C(=O)CN3C(=O)NC4(CCCCC4C)C3=O)c2C)no1 (stereo not given)	0.322
COc1ccc(S(=O)(=O)N2CCC(n3cnc4cc(C(F)(F)F)ccc43)CC2)cc1	-6.17*
COc1cccc(-c2nc(CS(=O)CC(=O)NCCCOC(C)C)c(C)o2)c1 (stereo not given)	1.03
CCCS(=O)(=O)N1CCCC(C(=O)NCCc2ccc(OC)c(OC)c2)C1 (stereo not given)	1.45

Screens deposited in PubChem BioAssay by Vanderbilt High Throughput Screening Facility.
